High-throughput results as filed in PubChem BioAssay.
Vif-APOBEC3F blk – Vif-A3F binding inhibition; HeLa A3F-eYFP + Vif (tagged APOBEC3F with the HIV-1 protein that degrades it), YFP fluorescence increase; Potency, µM (series often up to 46.1 µM), for inactives: top-dose activity, negative = active; actives 0.2% (n = 390,000); AID 602313; also: % of control where 0% means no effect; nearly all actives have a fitted effect of over 65% in size
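HeLa cells stably expressing Vif plus C-terminally eYFP-tagged A3F were seeded, incubated overnight at 37 deg C, dosed with compound, incubated overnight again at 37 deg C. Yellow fluorescence (Ex 488/Em 500-530) reported blocked Vif-mediated A3F-eYFP degradation.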
RXFP1 ag – RXFP1 (human) receptor agonism. HEK293T-RXFP1 cAMP TR-FRET, 30 min; response scale: percent of porcine relaxin response, buffer zero. Q9HBX9. actives 0.3% (n = 370,000). Potency, µM (doses to about 57.5 µM), for inactives: at the top dose activation, most hits filed as activators; also: % is scaled to controls: 0 for no effect and ±100 for the full control effect; nearly all actives have a fitted effect of over 60% in size; many of its hits are not listed in these tables
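cAMP rise read by TR-FRET after 30 min, 37C compound exposure (up to 58 uM) in RXFP1-transfected HEK293 cells with Ro 20174 present. EC50 from Hill-equation fits, with 29 nM porcine relaxin as 100% and buffer as basal.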
RGS4 inh – human RGS4 inhibition; P49798; Transcreener GDP fluorescence polarization, RGS4-accelerated GTP hydrolysis; Potency, µM (doses to about 114 µM), inactives show top-dose activity change, negative = inhibition, hits mostly inhibitors; actives 0.039% (n = 390,000); AID 504845; also: % is scaled to controls: 0 for no effect and ±100 for the full control effect; nearly all actives have a fitted effect of over 75% in size; some results filed as inactive show a strong effect at the top dose
Target sequence (P49798 whole entry, looked up): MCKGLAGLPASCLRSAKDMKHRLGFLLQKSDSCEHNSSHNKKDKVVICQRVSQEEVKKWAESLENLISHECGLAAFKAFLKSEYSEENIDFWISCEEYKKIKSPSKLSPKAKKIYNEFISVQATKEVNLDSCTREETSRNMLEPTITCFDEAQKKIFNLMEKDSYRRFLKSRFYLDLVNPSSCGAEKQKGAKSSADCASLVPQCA
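MLSMR compounds (23 nl, pin-transferred) preincubated 10 min at room temperature with a 500nM (2x) first reagent, then RGS4 at 900nM (2x) plus Transcreener GDP mix added; fluorescence polarization (620/688 nm) read before and after 90 min at 30 °C.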
TrxR1 inh – rat TrxR1 inhibition; O89049; actives 1% (n = 390,000); recombinant rTrxR1, NADPH fluorescence consumption, selenite substrate; Potency, µM (top dose mostly 114 µM), without a hit: at the highest dose activity change, negative = inhibition, hits mostly inhibitors; AID 588453; also: % is scaled to controls: 0 for no effect and ±100 for the full control effect; nearly all actives have a fitted effect of over 65% in size
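Rat TrxR1 (90 nM in the dispensed reagent) was pre-reduced with 400 uM NADPH for 5 min at room temperature, then incubated with compound for 15 min. After 400 uM selenite was added, NADPH fluorescence (Ex 340/Em 450 nm) was followed for 8 min.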
USP1-UAF1 inh – USP1/UAF1 (human) deubiquitinase inhibition; O94782; recombinant USP1/UAF1, Ub-Rhodamine cleavage fluorescence; Potency, µM (doses to about 57.1 µM), without a hit: top-dose activity change, negative = inhibition, usual class: inhibitors; actives 0.23% (n = 390,000); AID 743255; also: % is scaled to controls: 0 for no effect and ±100 for the full control effect; nearly all actives have a fitted effect of over 60% in size; inactives centre near -12
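In this screen, compounds sit with the deubiquitinase complex (1nM) for 15 min at room temperature before Ub-Rho is added at 150nM final. Fluorescence rise is then followed for 6 reads every 60 seconds.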
12-LOX inh – ALOX12 (human) lipoxygenase inhibition; P18054; purified 12hLO, xylenol orange hydroperoxide absorbance; Potency, µM (series often up to 108 µM), without a hit: at the top dose activity change, negative = inhibition, usual class: inhibitors; actives 1.1% (n = 580,000); also: % is scaled to controls: 0 for no effect and ±100 for the full control effect
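Purified human 12hLO at 150 nM in 25 mM Hepes, 0.01% Triton X-100, pH 7.0, preincubated 15 min at room temperature with compound. Reaction started with 40 uM arachidonic acid, 30 min at room temperature. Hydroperoxide measured by Fe-xylenol orange, 573/405 nm absorbance ratio.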
mIDH1 inhibitor – blocks human mutant IDH1 R132H enzyme; O75874; IDH1-R132H enzyme, NADPH consumption, diaphorase/resazurin fluorescence; Potency, µM (doses to about 76.6 µM), without a hit: top-dose activity change, negative = inhibition, most hits filed as inhibitors; actives 0.093% (n = 390,000); also: % is scaled to controls: 0 for no effect and ±100 for the full control effect; nearly all actives have a fitted effect of over 65% in size
Target sequence (O75874 whole entry R132H, stated change not applied): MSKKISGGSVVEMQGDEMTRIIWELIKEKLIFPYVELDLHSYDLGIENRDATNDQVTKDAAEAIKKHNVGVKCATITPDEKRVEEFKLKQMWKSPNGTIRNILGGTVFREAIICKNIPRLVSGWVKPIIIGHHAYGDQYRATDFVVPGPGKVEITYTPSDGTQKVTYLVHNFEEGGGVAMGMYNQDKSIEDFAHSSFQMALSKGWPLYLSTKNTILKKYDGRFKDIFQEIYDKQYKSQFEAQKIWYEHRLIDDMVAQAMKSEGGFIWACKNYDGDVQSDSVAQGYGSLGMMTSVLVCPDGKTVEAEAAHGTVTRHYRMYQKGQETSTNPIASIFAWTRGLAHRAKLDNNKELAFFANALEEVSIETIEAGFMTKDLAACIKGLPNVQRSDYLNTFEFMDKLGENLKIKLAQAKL
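IDH1-R132H (0.5 ug/mL) preincubated 30 min with compound, then NADPH (0.016 mM) and alpha-KG (2 mM) added; 80 min at RT, pH 7.5. Remaining NADPH coupled via diaphorase/resazurin to fluorescence (540/590 nm); concentration-response curves normalized to no-enzyme control.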
TrxR1 substrate – substrates of rat thioredoxin reductase 1. purified TrxR1 substrate turnover, NADPH consumption readout. Potency, µM (highest dose often 114 µM), without a hit: top-dose activity change, negative = substrate turnover. actives 0.01% (n = 390,000); also: % is scaled to controls: 0 for no effect and ±100 for the full control effect; nearly all actives have a fitted effect of over 50% in size
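Rat TrxR1, dispensed at 90 nM, was prereduced with 400 uM NADPH (final) for 5 min at ~22 deg C, then incubated with compound 15 min before 400 uM selenite. A first-read NADPH fluorescence drop versus no-compound background flagged substrates.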
Vif-APOBEC3G blk – blocks the Vif interaction with human APOBEC3G; HeLa A3G-eYFP + Vif (tagged APOBEC3G with the HIV-1 protein that degrades it), YFP fluorescence, overnight; actives 0.076% (n = 410,000); Potency, µM (top dose mostly 46.1 µM), without a hit: at the highest dose activity, negative = active, hits mostly inhibitors; AID 602310;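 also: % is scaled to controls: 0 for no effect and ±100 for the full control effect; nearly all actives have a fitted effect of over 60% in size; hits raise eYFP signal because A3G escapes Vif-driven loss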
Target sequence (Q9HC16 whole entry, looked up): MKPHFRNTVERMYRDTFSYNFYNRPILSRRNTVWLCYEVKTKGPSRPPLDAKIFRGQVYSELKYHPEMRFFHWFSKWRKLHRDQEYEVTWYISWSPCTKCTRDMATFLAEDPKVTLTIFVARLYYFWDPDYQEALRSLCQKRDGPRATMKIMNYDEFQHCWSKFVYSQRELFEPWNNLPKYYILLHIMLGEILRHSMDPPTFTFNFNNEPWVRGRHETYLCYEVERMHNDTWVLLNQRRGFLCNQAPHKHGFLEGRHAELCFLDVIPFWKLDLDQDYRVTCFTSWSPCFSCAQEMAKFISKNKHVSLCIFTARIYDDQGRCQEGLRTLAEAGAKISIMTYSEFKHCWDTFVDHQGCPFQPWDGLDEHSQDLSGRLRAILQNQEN
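Read-out is eYFP fluorescence (Ex 488/Em 500-530) from Vif-expressing HeLa A3G-eYFP cells; more signal means A3G escaped Vif-mediated degradation. Cells plated overnight, compound pinned in, incubated overnight at 37 deg C.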
Active calls of the source: *; ? = inconclusive; / = not tested or not shown; [ ] = dose if it differs, or a comment. Calls follow the shape of the dose curve; as a rule, active = well fitted curve in the direction sought with a large enough effect; inconclusive = small, poorly fitted or top-dose-only effect, or another doubt; inactive = no such curve, though single readings can be large; an effect the other way counts as inactive or inconclusive. Potency is read from the fitted curve at half-maximal effect.

SMILES	Vif-APOBEC3F blk	RXFP1 ag	RGS4 inh	TrxR1 inh	USP1-UAF1 inh	12-LOX inh	mIDH1 inhibitor	TrxR1 substrate	Vif-APOBEC3G blk
Fc1ccc(N2N=C(c3cccs3)CC2c2ccccc2)cc1 (configuration not stated)	-11.6%	?	-30.7%	4.6%[57.1 µM]	-25.3%	?	5.1%	9.0%[57.1 µM]	-4.1%
COc1ccc([C@H]2CC(=O)C=C(c3cc(C)ccc3OC)C2)cc1	-5.7%	1.2%	-5.0%	24.3%	?	-1.2%	-8.6%	-2.4%	-24.9%
CC(C)n1cc(/C=C(\C#N)S(=O)(=O)c2ccccc2)c2ccccc21	-7.5%	-0.2%	3.0%	-0.8%	-26.2%	?	4.0%	0.0%	-5.0%
Clc1cc(Br)ccc1OCCN1CCOCC1	11.9%	-0.9%	-1.0%	-7.4%	-6.7%	?	2.8%	-3.7%	0.7%
Cc1ccc(COc2ccccc2-c2cc(C(=O)N/N=C/c3cccnc3)[nH]n2)cc1	-8.8%	1.2%	-12.8%	8.4%[57.1 µM]	-15.1%	0.0%	-9.4%	-0.7%[57.1 µM]	?
CS(=O)(=O)n1nc(OC(=O)c2cccs2)cc1N	2.5%	-0.3%	?	?	-28.3%	11.5%	-3.5%	3.0%	-0.4%
Cc1ccc(N2CC(C(=O)NCCN3CCOCC3)CC2=O)cc1C (configuration not stated)	-5.4%	0.6%	17.3%	15.0%	-15.7%	-10.4%	5.1%	6.2%	0.4%
COC(=O)c1ccc(Sc2ccccc2NS(=O)(=O)c2ccc(C)cc2)nc1	6.1%	0.2%	-0.1%	-12.8%	-14.3%	0.0%	5.5%	-12.4%	-3.0%
CCCCCCCCCSc1n[nH]c(N)n1	1.1%	-2.5%	-8.2%	3.3%	-18.1%	0.0%	8.4%	-4.6%	2.1%
CCOc1ccc(OCC)c2sc(C)nc12	-2.8%	0.1%	0.4%	25.1%	-14.7%	0.0%	9.5%	10.6%	-2.3%

Reformatted as labelled records: part of the list above
CCOc1ccc(OCC)c2sc(C)nc12
  Vif-APOBEC3F blk: -2.8%; RXFP1 ag: 0.1%; RGS4 inh: 0.4%; TrxR1 inh: 25.1%; USP1-UAF1 inh: -14.7%; 12-LOX inh: 0.0%; mIDH1 inhibitor: 9.5%; TrxR1 substrate: 10.6%; Vif-APOBEC3G blk: -2.3%
CCCCCCCCCSc1n[nH]c(N)n1
  Vif-APOBEC3F blk: 1.1%; RXFP1 ag: -2.5%; RGS4 inh: -8.2%; TrxR1 inh: 3.3%; USP1-UAF1 inh: -18.1%; 12-LOX inh: 0.0%; mIDH1 inhibitor: 8.4%; TrxR1 substrate: -4.6%; Vif-APOBEC3G blk: 2.1%

Additional results follow.
SMILES	Vif-APOBEC3F blk	RXFP1 ag	RGS4 inh	TrxR1 inh	USP1-UAF1 inh	12-LOX inh	mIDH1 inhibitor	TrxR1 substrate	Vif-APOBEC3G blk
CC(=O)N1CCN(S(=O)(=O)c2cccc(C(=O)N(C)Cc3ccc(C)o3)c2)CC1	0.7%	-1.0%	-20.8%	?	-22.2%	-9.2%	-0.1%	2.9%	-2.3%
CCCCN1CN(S(=O)(=O)c2ccc(OC)cc2)c2nc3ccccc3nc21	-12.6%	2.0%	7.2%	7.2%	-12.0%	-8.5%	-6.3%	7.9%	2.1%
O=C(COC(=O)c1ccc(Cl)s1)c1ccc[nH]1	-21.9%	5.6%	-6.5%	12.9%	-22.4%	-6.4%	0.0%	-0.9%	3.1%
CC1Oc2ccccc2C=C1/C=C1/SC(N2CCOCC2)=NC1=O (configuration not stated)	-2.2%	-3.3%	11.8%	?	0.7%	?	4.6%	-4.7%	-6.7%
COc1ccc(NC(=O)NNC(=O)CCc2ccc(O)c(O)c2)cc1OC	7.7%	-1.9%	-4.0%	-0.7%[57.1 µM]	-17.8%	?	-1.0%	9.9%[57.1 µM]	0.4%
CC(C)(C)n1nc2c(c1NC(=O)c1ccccc1F)CS(=O)C2 (configuration not stated)	-7.1%	0.3%	-6.3%	13.1%	-1.7%	5.3%[57.4 µM]	14.2%	9.5%	0.3%
N#CN=c1snc(-c2ccccc2Cl)n1-c1ccc(F)cc1	/	/	-23.1%	-4.9%	/	/	/	0.4%	-7.8%
CCOc1ccccc1NC(=O)NC1(C(=O)NCC2CCCO2)CCCCC1 (configuration not stated)	-8.1%	0.8%	-5.7%	11.5%[0.0914 µM]	-16.8%	-4.9%	-5.9%	9.5%[0.0914 µM]	0.3%
O=C(Nc1ccc(Cl)cn1)C1COc2ccccc2O1 (configuration not stated)	-8.7%	-0.6%	-7.9%	5.2%[57.1 µM]	-5.9%	1.4%	14.9%	-2.9%	-2.1%
CCN1CCc2c(sc(NC(=S)NC(=O)c3cccc(F)c3)c2C(N)=O)C1	/	/	?	-9.9%	/	/	/	-5.5%	-27.1%
Cc1ccc(S(=O)(=O)Oc2ccc(/C=C(/NC(=O)c3ccccc3)C(=O)NCC(=O)O)cc2)cc1	4.7%	5.3%	1.1%	-15.0%[57.1 µM]	-1.9%	-23.2%	-18.0%	-9.8%[57.1 µM]	-1.4%
CC(=O)Nc1ccc(S(=O)(=O)C(C#N)c2nc3ccccc3nc2NCCO)cc1 (configuration not stated)	-0.9%	5.9%	-4.2%[11.4 µM]	11.2%	-21.0%	-22.1%	0.0%	300.5%[activator]	0.2%
CCn1c(SCc2ccc([N+](=O)[O-])cc2)nnc1C(C)NC(=O)c1ccc(C)cc1 (configuration not stated)	1.3%	1.1%	-3.1%	-10.4%	-20.7%	-5.6%	4.4%	-4.9%	0.8%
COc1ccc(Cn2c(-c3ccc(OC)c(O)c3)nc3ccccc32)cc1O	9.3%	-0.8%	23.6%	-22.8%	-13.4%	?	-4.8%	-9.3%	?
CCc1nnc(NC(=O)CN2CCN(CC)CC2)s1	1.2%	-1.4%	-23.6%	30.2%	-13.6%	-16.0%	7.8%	-1.2%	1.9%
O=C(CCC(=O)N1CCN(S(=O)(=O)c2ccc(Cl)cc2)CC1)Nc1ccc2ccccc2c1	3.2%	3.1%	-29.2%	12.3%	-15.8%	-26.5%	8.9%	-1.3%	0.8%
O=[N+]([O-])c1cccc2nc3ccccc3c(NCCCn3ccnc3[N+](=O)[O-])c12	11.2%	/	-7.1%	8.3%[11.4 µM]	-6.8%	-6.8%	7.5%	4.2%[57.1 µM]	-11.3%
CCN1C(=O)[C@@H]2[C@@H](c3ccc(-c4ccc(OC)cc4)cc3)N3CCCC[C@@]3(C(=O)OC)[C@@H]2C1=O	1.1%	-0.7%	9.1%	-14.8%	-10.6%	?	-11.2%	1.2%	1.4%
Cc1cccc(OCC(=O)Nc2ccccc2C(F)(F)F)c1	8.2%	3.7%	11.1%	-11.7%	-0.2%	12.2%	8.0%	-9.6%	-2.1%
CCOC(=O)c1c(-c2ccccc2)csc1NC(=O)c1cc(-c2ccccc2OC)on1	1.2%	/	?	8.4%	-13.2%	?	0.0%	16.3%	-0.5%

Molecules from the list above that contain a Cl atom, in the order listed:
SMILES	Vif-APOBEC3F blk	RXFP1 ag	RGS4 inh	TrxR1 inh	USP1-UAF1 inh	12-LOX inh	mIDH1 inhibitor	TrxR1 substrate	Vif-APOBEC3G blk
Clc1cc(Br)ccc1OCCN1CCOCC1	11.9%	-0.9%	-1.0%	-7.4%	-6.7%	?	2.8%	-3.7%	0.7%
O=C(COC(=O)c1ccc(Cl)s1)c1ccc[nH]1	-21.9%	5.6%	-6.5%	12.9%	-22.4%	-6.4%	0.0%	-0.9%	3.1%
N#CN=c1snc(-c2ccccc2Cl)n1-c1ccc(F)cc1	/	/	-23.1%	-4.9%	/	/	/	0.4%	-7.8%
O=C(Nc1ccc(Cl)cn1)C1COc2ccccc2O1 (configuration not stated)	-8.7%	-0.6%	-7.9%	5.2%[57.1 µM]	-5.9%	1.4%	14.9%	-2.9%	-2.1%
O=C(CCC(=O)N1CCN(S(=O)(=O)c2ccc(Cl)cc2)CC1)Nc1ccc2ccccc2c1	3.2%	3.1%	-29.2%	12.3%	-15.8%	-26.5%	8.9%	-1.3%	0.8%

The list continues.
SMILES	Vif-APOBEC3F blk	RXFP1 ag	RGS4 inh	TrxR1 inh	USP1-UAF1 inh	12-LOX inh	mIDH1 inhibitor	TrxR1 substrate	Vif-APOBEC3G blk
CC(C)N(Cc1ccccc1)C(=O)Cn1ncc2c3ccccc3n(Cc3ccccc3)c2c1=O	1.8%	0.3%	-5.3%	48.3%[activator]	-16.9%	-18.0%	10.1%	44.4%[activator]	1.7%
COc1cc(/C=C2\SC(=Nc3cccnc3)NC2=O)cc(OC)c1OC	25.1µM*	0.4%	-13.6%	14.0%[57.1 µM]	-20.8%	138.3%[activator]	0.0%	-0.6%[57.1 µM]	?
COc1cc(/C=N/NC(=O)c2cc(C3CC3)[nH]n2)cc(OC)c1OC	0.9%	-5.1%	16.2%	12.4%	?	-0.7%	0.6%	0.3%	0.9%
COc1cccc(CC(=O)Nn2c(C)nc3ccccc3c2=O)c1	-5.0%	2.5%	13.7%	18.1%	-10.5%	1.8%	18.4%	8.7%	0.0%
COc1ccc(OC)c(NC(=O)C(CC(=O)O)NCc2ccco2)c1 (configuration not stated)	-6.6%	1.9%	10.5%	-2.3%	4.6%	-2.8%	2.1%	2.3%	2.6%
Cc1cc(C)n(CC(O)COc2ccccc2)n1 (configuration not stated)	1.2%	-3.3%	-17.3%	12.2%	-10.4%	-2.7%	3.6%	2.3%	1.1%

Only part of the results is shown. The share of hits here may be higher or lower than overall.
